# esBAF inh – Bmi1 luciferase reporter increase in mESCs, primary screen, esBAF inhibitor project, mouse ES cells, Bmi1 luciferase knock-in, single point; 24 h; 100% = twice the neutral-well signal; actives 2% (n = 350,000); reporter increase, % at 12.5 µM; in the data active = activation above about 40%;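 note: 0% = median of the plate's neutral control wells and 100% = double that signal; a rise in the Bmi1 reporter signal indicates esBAF inhibition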
# ERAP1 inh – human ERAP1 aminopeptidase inhibitors, primary screen, biochemical, single point, plate reader; Endoplasmic reticulum aminopeptidase 1 (Homo sapiens), Q9NZ08; inhibition, % at 10.7 µM; recombinant ERAP1, Leu-AMC fluorescence, 60 min; AID 652197, 2013; actives 0.15% (n = 340,000);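 active = mean replicate inhibition of at least 30%, or all replicates individually reaching that 30% level; inactive = mean below 30% and not every replicate reaching it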;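 note: 0% = neutral control wells and 100% = L-leucinethiol positive control wells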
# E-sel inducer – E-selectin induction in HUVECs, primary screen, imaging, HUVEC, immunofluorescence imaging, single point; P16581; normalized: neutral wells 0, TNF-alpha wells 100; actives 0.37% (n = 260,000); activation, % at 7.58 µM;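 active = mean E-selectin-positive cell signal at least 10% of the positive control, reached in at least 60% of replicates, without over 20% cell loss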;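 note: in these data hits start at about 27%; measured in HUVEC primary endothelial cells; signal is the percent of cells scored E-selectin positive by PE staining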
# Target sequence (P16581 whole entry, looked up): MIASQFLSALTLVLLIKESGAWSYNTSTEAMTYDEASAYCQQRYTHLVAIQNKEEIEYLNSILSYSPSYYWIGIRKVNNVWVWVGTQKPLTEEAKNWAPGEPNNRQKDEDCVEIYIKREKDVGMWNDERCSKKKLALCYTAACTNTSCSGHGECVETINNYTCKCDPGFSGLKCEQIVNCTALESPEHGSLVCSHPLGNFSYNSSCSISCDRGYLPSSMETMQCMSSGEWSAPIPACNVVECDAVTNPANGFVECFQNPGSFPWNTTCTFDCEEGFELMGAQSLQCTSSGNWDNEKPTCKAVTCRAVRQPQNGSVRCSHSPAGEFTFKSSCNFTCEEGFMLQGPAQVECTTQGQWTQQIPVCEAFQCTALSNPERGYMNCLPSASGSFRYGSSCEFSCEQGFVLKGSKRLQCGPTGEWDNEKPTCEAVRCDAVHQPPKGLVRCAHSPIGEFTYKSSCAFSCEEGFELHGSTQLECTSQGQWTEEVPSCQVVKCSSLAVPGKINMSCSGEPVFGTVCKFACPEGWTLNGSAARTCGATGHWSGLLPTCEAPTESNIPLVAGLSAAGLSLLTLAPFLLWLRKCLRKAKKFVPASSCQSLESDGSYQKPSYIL
#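 Test system – human umbilical vein endothelial cells (HUVEC), E-selectin induction · Input – 3,000 HUVEC seeded per well · Buffer or medium – EGM-2, gelatin · Compound dosing – single-point compound dose · Detection – immunofluorescence imaging · Measure – percent E-selectin-positive cells · Controls – TNF-alpha high, DMSO low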
# RAD54 branch – inhibitors of human RAD54 branch migration, primary screen, biochemical, fluorescence, single point. actives 0.14% (n = 360,000). inhibition, % at 10.4 µM. DNA repair and recombination protein RAD54-like (Homo sapiens), Q92698. RAD54 Holliday junction branch migration, FAM/BHQ fluorescence. AID 602329, 2012;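 active = mean normalized replicate activity at least 40 and at least half of replicates scoring 40 or more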;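 note: 0% = median of neutral control wells and 100% = median of positive control wells; inhibitors cause a drop in the FAM fluorescence signal; in these data hits start at about 50%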
# S100A4 inh HTS – inhibitors of S100A4-myosin IIA peptide binding, primary screen, biochemical, fluorescence polarization, TAMRA-MyoIIA peptide | Protein S100-A4 (Homo sapiens), P26447 | inhibition, % at 10.7 µM | actives 0.14% (n = 360,000);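 active = mean inhibition of at least 70% across replicates, with every replicate also reaching that level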
#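 System – human S100A4 monomer protein, biochemical binding assay · Buffer or medium – Calcium-containing HEPES buffer, pH 7.2 · Timing – 5 min between mix addition and reading · Also added – TAMRA-labelled myosin IIA heavy-chain peptide probe, 5 nM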
# XiGFP reactiv – activators of inactive X chromosome reactivation, primary screen, imaging, XiGFP fibroblasts, GFP high-content imaging, set 2 | activation, % at 7.58 µM | actives 0.055% (n = 360,000) | XiGFP mouse fibroblasts, % GFP-positive cells imaging, 3 d; cells co-treated with 5-aza-dC sensitizer; scaled so ellipticine positive control = 100%;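 active = mean normalized replicate activation at least 10% and every replicate at or above 10%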;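 note: 0% = median of on-plate neutral control wells and 100% = ellipticine 6 µM median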
#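 System: 68-5-11 XiGFP fibroblast line; Timing: 3 days compound exposure; Compound dosing: one concentration, pinned; Benchmarks: positive control ellipticine, 6 µM final; Buffer or medium: DMEM containing 5-aza-dC.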
# RAD52 inh – RAD52 DNA annealing inhibitors, primary screen, biochemical, FRET, single point, set 2 | actives 0.46% (n = 360,000) | DNA repair protein RAD52 homolog (Homo sapiens), P43351 | inhibition, % at 18.7 µM | recombinant RAD52 DNA annealing, FRET fluorescence;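 active = every replicate showing at least 50% inhibition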
# ERp5 inh – inhibitors of ERp5-driven insulin aggregation, primary screen, biochemical, turbidity, absorbance 650 nm, single point; Protein disulfide-isomerase A6 (Homo sapiens), Q15084; 90 min; inhibition, % at 9.99 µM; actives 0.05% (n = 350,000);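 active = mean replicate inhibition above about 25%, with every replicate also reaching it, limit read from the data, passing the limit was not always enough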
# Target sequence (Q15084 whole entry, looked up): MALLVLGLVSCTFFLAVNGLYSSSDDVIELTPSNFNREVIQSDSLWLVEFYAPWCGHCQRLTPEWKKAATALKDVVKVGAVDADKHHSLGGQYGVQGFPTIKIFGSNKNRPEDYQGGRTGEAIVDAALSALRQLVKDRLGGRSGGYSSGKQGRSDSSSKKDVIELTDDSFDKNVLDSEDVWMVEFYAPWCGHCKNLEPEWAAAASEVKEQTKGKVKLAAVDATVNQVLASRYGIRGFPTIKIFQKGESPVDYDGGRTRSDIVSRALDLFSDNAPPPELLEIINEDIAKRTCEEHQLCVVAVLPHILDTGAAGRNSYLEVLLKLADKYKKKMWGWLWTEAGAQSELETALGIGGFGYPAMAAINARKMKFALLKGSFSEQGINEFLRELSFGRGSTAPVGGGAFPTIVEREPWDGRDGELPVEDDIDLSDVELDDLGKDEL
# Active calls of the source: *; . = no result given.
Molecule,S100A4 inh HTS,esBAF inh,E-sel inducer,XiGFP reactiv,RAD54 branch,ERAP1 inh,RAD52 inh,ERp5 inh
Cc1cc(C(=O)Nc2cccc3c2O[C@H](CN(C)Cc2ccncc2)[C@H](C)CN([C@H](C)CO)C3=O)n(C)n1,13.6,-1.1,.,0.1,-2.8,-0.8,4.5,1.1
COc1cccc(-c2cc(C(=O)N3CCOCC3)no2)c1,-1.4,8.3,.,0.0,-42.6,-6.5,-1.7,2.0
COc1ccc2nc(NC(=O)CCNC(=O)c3ccco3)sc2c1,-3.6,45.0*,0.0,-0.1,9.8,-5.6,-4.8,-6.2
CCC1CCc2c(n(C)c3ccccc3c2=O)O1 (configuration not stated),-3.3,.,.,-0.1,4.3,0.8,-1.0,0.2
CC(=O)NCc1cn2c(C)csc2n1,-2.1,0.9,-2.3,-0.1,-6.1,3.1,-1.7,-8.2
NC(Cc1ccc(Cl)cc1)c1csc(Nc2ccc(C(=O)c3ccccc3)cc2)n1 (configuration not stated),-13.3,0.8,-0.1,0.0,7.4,1.7,-53.2,0.5
O=C(C1CCOCC1)N1CC(=O)N2[C@H](CO)[C@@H](c3ccc(C#CC4CCCCC4)cc3)[C@H]2C1,16.0,.,1.5,0.1,.,-0.8,15.3,-6.6
C/C(=N\NC(=O)c1cc(-c2cccc(OC(C)C)c2)nc2ccccc12)c1cccnc1,2.0,25.7,-0.7,-0.1,-2.7,-0.8,-10.7,1.7
CC(=O)Oc1ccc2c(C)cc(=O)[nH]c2c1,-2.1,-6.5,.,.,-5.0,3.0,0.4,3.8
CN1CCCC2(CCCN(Cc3nc(Cc4cccc(C(F)(F)F)c4)no3)C2)C1 (configuration not stated),-30.9,-7.8,1.9,-0.3,6.7,5.5,-18.6,2.1
C[C@@H]1CCCCO[C@H](CN(C)Cc2ccc(C(=O)O)cc2)[C@H](C)CN([C@H](C)CO)C(=O)c2cc(NC(=O)Nc3ccc4c(c3)OCO4)ccc2O1,0.8,5.9,-0.1,-1.1,4.0,0.6,19.1,2.8
O=C(COC(=O)CNC(=O)c1ccccc1F)Nc1nnc(-c2ccccc2)o1,5.6,7.9,-1.6,0.1,6.2,-0.8,-22.5,-1.7
COc1ccccc1N1CCN(C2CCCN(C(=O)CCc3c(C)noc3C)C2)CC1 (configuration not stated),13.6,-9.8,.,0.0,4.6,0.0,-8.4,0.8
COc1ccc(S(=O)(=O)n2[nH]c(=O)c(CCO)c2C)cc1,-4.4,-5.0,0.3,0.0,-5.8,0.2,-7.3,-4.6
CCOc1cc(/C=N/NC(=O)c2cc(-c3ccccc3)nc3ccccc23)ccc1O,2.4,8.2,.,0.1,-1.6,3.8,5.7,2.2
CCOCCCn1c(=S)[nH]c2cc(C(=O)N3CCC(C(N)=O)(N4CCCCC4)CC3)ccc2c1=O,3.8,-4.0,-1.9,0.1,-4.3,22.8,-7.3,-7.0
COCCn1c(=O)[nH]c2cc(C(=O)N3CCN(c4cccc(Cl)c4)CC3)ccc2c1=O,-11.1,3.6,0.1,0.0,3.5,0.7,-9.9,0.5
CN(C1CCCCC1)S(=O)(=O)CCNC(=O)c1ccccc1,6.0,11.5,-0.4,0.9,-9.9,3.3,0.5,-2.4
Cc1cccc2c(CCNC(=O)c3ccc([N+](=O)[O-])cc3)c[nH]c12,-2.2,.,-0.1,-0.1,.,2.7,-1.6,4.1
CN1CCOC(=O)/C1=N/Nc1cc(Cl)ccc1Cl,4.5,-2.1,0.3,0.0,-3.5,1.5,-1.2,-1.7
CCN(CC)c1ccc(-c2nnc(SCC(=O)N(CCOC)c3c(N)n(CC(C)C)c(=O)[nH]c3=O)o2)cc1,1.1,19.4,-0.1,0.6,.,5.1,-3.2,2.2
CC(C)(C)[C@H](N)C(=O)N[C@H]1CCC2C3CC=C4C[C@@H](O)CC[C@]4(C)C3CC[C@@]21C (some centres not stated),4.6,.,-0.6,-0.1,.,-0.5,-4.7,-3.0
CCc1noc(C)c1C(=O)Nc1cc(S(=O)(=O)N2CCCCC2)ccc1N(C)C,-0.3,-8.6,-0.1,0.0,-2.9,-7.3,-7.1,0.6
NCC1OC(n2cnc3c(N)ncnc32)CC1O (configuration not stated),1.3,.,0.9,0.2,.,-2.7,-18.5,-2.3
CCOc1ccc(NS(=O)(=O)c2ccc3c(c2)N(C(C)=O)CC3)cc1,-0.5,.,.,0.3,.,1.3,-15.2,7.3
CC(C)NS(=O)(=O)c1ccc(OCC(=O)NCC2CCCO2)c(Cl)c1 (configuration not stated),0.2,.,.,.,.,2.0,-9.5,-5.3
COc1cc(/C=N/NC(=O)c2ccc(O)cc2)ccc1Oc1ccc([N+](=O)[O-])cn1,-6.7,.,.,0.0,.,2.6,-10.2,-0.6
Cn1cnc(CCNC(=O)C[C@@H]2CC[C@H]3[C@@H](COC[C@@H](O)CN3C(=O)Nc3ccccc3)O2)c1,5.0,11.3,-0.1,-0.2,5.9,1.9,1.6,-3.7
C/C(=N/NC(=O)c1ccc(Br)o1)c1ccc(C)o1,1.0,.,.,-0.1,.,-2.9,-4.9,-4.7
O=[N+]([O-])c1cccc(S(=O)(=O)N2CCCCC2c2cccnc2)c1 (configuration not stated),-0.5,1.7,.,.,-4.5,0.0,5.8,-0.5

# Reformatted as labelled records: entries from further up.
> CC(C)(C)[C@H](N)C(=O)N[C@H]1CCC2C3CC=C4C[C@@H](O)CC[C@]4(C)C3CC[C@@]21C (some centres not stated)
- S100A4 inh HTS: 4.6
- esBAF inh: .
- E-sel inducer: -0.6
- XiGFP reactiv: -0.1
- RAD54 branch: .
- ERAP1 inh: -0.5
- RAD52 inh: -4.7
- ERp5 inh: -3.0
> CCc1noc(C)c1C(=O)Nc1cc(S(=O)(=O)N2CCCCC2)ccc1N(C)C
- S100A4 inh HTS: -0.3
- esBAF inh: -8.6
- E-sel inducer: -0.1
- XiGFP reactiv: 0.0
- RAD54 branch: -2.9
- ERAP1 inh: -7.3
- RAD52 inh: -7.1
- ERp5 inh: 0.6
> NCC1OC(n2cnc3c(N)ncnc32)CC1O (configuration not stated)
- S100A4 inh HTS: 1.3
- esBAF inh: .
- E-sel inducer: 0.9
- XiGFP reactiv: 0.2
- RAD54 branch: .
- ERAP1 inh: -2.7
- RAD52 inh: -18.5
- ERp5 inh: -2.3

# New compounds follow.
Molecule,S100A4 inh HTS,esBAF inh,E-sel inducer,XiGFP reactiv,RAD54 branch,ERAP1 inh,RAD52 inh,ERp5 inh
OC(CNC1CCCc2ccccc21)COc1ccc2ccccc2c1 (configuration not stated),-4.9,-2.1,.,0.2,13.4,3.8,1.4,2.7
O=C(Cc1ccccc1)c1c[nH]c(C(=O)NCc2ccncc2)c1,0.0,.,.,0.2,.,3.0,-3.4,-3.1
Cc1ccc(S(=O)(=O)N2CCCCC2)cc1NC(=O)Cn1ncc(Cl)c(Cl)c1=O,-3.8,-1.3,.,1.3,6.2,0.7,0.4,-3.9
O=C(O)CCC(=O)N1N=C(c2ccco2)CC1c1cccs1 (configuration not stated),-4.6,.,-0.4,0.1,.,-2.3,-14.2,-2.3
COc1cc(/C=C/C(=O)Nc2ccc(C(C)=O)cc2)cc(OC)c1OC,3.6,.,.,0.0,.,1.7,-6.7,4.6
CCOC(=O)c1c(-c2ccccc2)csc1NC(=S)N(CC)CC,-2.6,-11.7,-0.1,0.0,.,1.8,-1.8,0.5
O=C(NC1CCOc2ccccc21)c1ccc(Cl)nc1 (configuration not stated),4.4,1.5,.,0.3,0.0,-2.5,-15.3,-1.0
CS(=O)(=O)c1ccc2nc(NC(=O)c3ccccc3Br)sc2c1,-4.4,57.9*,.,0.6,-4.7,1.2,3.9,-1.3
COc1ccc(CNC(=O)CSc2nnc(C3CC3)n2C2CC2)cc1,-0.2,8.2,-0.3,0.0,-3.6,-0.5,-14.8,11.3
CCOc1ccc(S(=O)(=O)NCCC(=O)N(C)CC(=O)Nc2ccc(N3CCOCC3)cc2)cc1,-7.0,1.7,1.0,0.1,6.4,-2.1,-7.1,-0.5
Cc1noc(C)c1S(=O)(=O)Nc1ccc2c(c1)C(=O)N([C@@H](C)CO)C[C@@H](C)[C@H](CN(C)C(=O)C1CCCCC1)OCCCC[C@H](C)O2,-14.5,1.1,-0.2,0.8,-0.6,-4.2,5.9,0.2
CCC(O)(C#CCN1CCCCC1)CC,-7.1,.,1.8,0.3,.,-6.0,-4.6,-7.7
O=C(NCCN1CCCCC1)[C@H]1N[C@H]2c3ccc(-c4ccncc4)c(=O)n3C[C@H]2[C@@H]1CO,9.5,-5.6,-0.6,0.3,-8.0,1.8,6.6,2.2
COc1cccc(-c2ccc3c(c2)[C@@H]2[C@@H](CCN2C(=O)C2CCOCC2)[C@@H](CO)N3)c1,28.0,7.8,1.2,0.3,-9.9,-3.1,-22.1,1.2
NC1=NC(c2ccc(Cl)cc2)N(c2ccc(S(N)(=O)=O)cc2)C(N)=N1 (configuration not stated),0.6,-6.4,0.6,0.1,0.0,1.5,-8.7,-6.7
CN1C(=O)c2cc(NS(=O)(=O)c3ccc(Cl)cc3)ccc2OC[C@@H]2O[C@@H](CC(=O)O)CC[C@H]21,38.3,0.0,0.1,0.0,1.5,-1.4,7.0,-0.1
COc1ccc(CNC(=O)CN2CCN(S(=O)(=O)c3ccccc3)CC2)cc1,-1.3,-7.2,.,0.0,2.2,-2.3,-19.4,1.0
Cc1ccc(-n2nc3c(c2NC(=O)c2ccc(F)c(F)c2)CS(=O)(=O)C3)cc1,12.8,-8.0,-0.2,0.4,3.7,1.5,-3.8,-7.6
CN(C)CCCN(C(=O)c1ccco1)c1nc2c(F)cccc2s1,-4.6,.,-0.2,-0.2,.,-3.0,20.0,0.7
COc1ccc2c(c1)nc(-c1cccc(Br)c1)c(=O)n2C(c1ccccn1)c1nc2ccccc2[nH]1 (configuration not stated),-6.5,72.4*,19.8,-0.1,3.2,.,-9.9,-6.2
Cc1ccn(S(=O)(=O)c2ccc3oc(=O)ccc3c2)n1,-5.6,3.6,0.1,-0.1,0.3,-2.9,-6.5,4.8
CCN1CCN(S(=O)(=O)c2ccc(S(=O)(=O)NC3CC3)cc2)CC1,3.4,3.6,.,0.1,-0.1,0.3,-25.7,0.4
O=C(C[C@H]1CC[C@H]2[C@@H](COC[C@H](O)CN2S(=O)(=O)c2ccc(Cl)cc2)O1)N[C@H]1CCN(Cc2ccccc2)C1,2.1,-6.1,0.3,-0.1,-3.9,0.3,14.5,6.0
COc1ccc(C)cc1NC(=O)CCS(=O)(=O)c1cc2c(cc1Cl)NC(=O)CO2,-1.5,-5.5,.,0.0,0.4,1.7,-12.2,1.0
CC(C)NC(=O)c1cc(C2CCCCN2C(=O)OCCF)on1 (configuration not stated),-27.4,-4.9,.,4.9,1.9,-0.3,-6.9,-0.2
CCOC(=O)C1CCCN(C(=O)c2ccccc2[N+](=O)[O-])C1 (configuration not stated),14.5,.,.,0.0,.,-3.9,-5.3,-2.5
COC(=O)c1ccc(N2CCN(C)CC2)c(NC(=O)COc2cccc(C)c2)c1,-1.4,-2.1,.,0.0,-8.5,-1.9,-13.7,4.0
